From PubChem BioAssay
IDH1 R132H inh = blocks human IDH1 R132H reductase activity; O75874; diaphorase/resazurin fluorescence, 60 min; inhibition, % at 10 µM; 70,000 tested, 0.18% active; AID 624101; in the data active means inhibition above about 34%;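 further: 0% = DMSO and 100% = no enzyme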
EZH2 inh = blocks human EZH2/PRC2 H3K27 methylation; 57,000 tested, 0.35% active; Q15910; DELFIA TRF, 1 h; inhibition, % at 12.5 µM;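 active means mean inhibition of replicates at least 50% and every single replicate also reaching 50%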;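 further: dimethyl H3K27 on biotinylated H3 21-44 peptide detected by antibody; plate controls were median neutral control wells for no effect and median positive control wells for full effect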
Target sequence (Q15910 whole entry, looked up): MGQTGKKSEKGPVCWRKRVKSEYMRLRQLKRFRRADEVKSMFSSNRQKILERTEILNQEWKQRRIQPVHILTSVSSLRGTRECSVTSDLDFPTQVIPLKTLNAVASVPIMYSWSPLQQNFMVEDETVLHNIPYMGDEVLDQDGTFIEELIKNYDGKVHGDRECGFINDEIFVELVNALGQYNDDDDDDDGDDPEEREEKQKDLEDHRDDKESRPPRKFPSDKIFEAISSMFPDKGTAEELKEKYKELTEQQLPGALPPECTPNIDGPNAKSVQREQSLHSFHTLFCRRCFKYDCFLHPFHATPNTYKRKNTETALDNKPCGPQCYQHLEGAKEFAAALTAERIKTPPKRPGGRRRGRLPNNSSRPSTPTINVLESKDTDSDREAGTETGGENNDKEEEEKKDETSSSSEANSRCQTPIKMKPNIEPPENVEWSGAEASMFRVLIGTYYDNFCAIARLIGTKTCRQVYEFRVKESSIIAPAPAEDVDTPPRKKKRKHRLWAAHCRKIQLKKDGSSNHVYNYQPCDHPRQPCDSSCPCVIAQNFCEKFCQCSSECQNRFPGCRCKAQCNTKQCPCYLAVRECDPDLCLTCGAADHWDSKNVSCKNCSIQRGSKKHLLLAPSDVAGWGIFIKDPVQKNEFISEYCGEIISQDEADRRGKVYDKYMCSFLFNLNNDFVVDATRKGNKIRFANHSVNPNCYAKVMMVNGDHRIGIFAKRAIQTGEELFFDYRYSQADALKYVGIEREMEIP
* hit, by the source's call; · = not tested or not shown. This is a subset, so the mix of outcomes need not match the whole.

structure	IDH1 R132H inh	EZH2 inh
C[C@@H]1CCCCO[C@@H](CN(C)Cc2ccncc2)[C@@H](C)CN([C@H](C)CO)C(=O)c2cc(NS(=O)(=O)c3cn(C)cn3)ccc2O1	3.2	·
Cc1ccc(F)cc1S(=O)(=O)N[C@@H]1CCN(Cc2ccc3[nH]ccc3c2)C1	·	-1
Cn1c(Cc2ccccc2)nnc1Sc1ccc([N+](=O)[O-])cc1C(=O)N1CCOCC1	0.5	-1
C[C@H]1CN([C@@H](C)CO)C(=O)Cc2cc(N(C)C)ccc2O[C@@H]1CN(C)C(=O)Nc1ccccc1	0.8	-10
C[C@H](CO)N1C[C@H](C)[C@@H](CN(C)C(=O)C2CC2)Oc2ncc(C#Cc3ccccc3F)cc2C1=O	0.3	-1
O=C(C[C@@H]1CC[C@H](NC(=O)c2ccccc2)[C@H](CO)O1)NCc1ccncn1	0.0	-10
O=C(NC1CCCCC1)N[C@@H]1C=C[C@H](CC(=O)N2CCOCC2)O[C@@H]1CO	0.0	-4
CCCN(C)C[C@H]1Oc2ncc(-c3ccccc3OC)cc2C(=O)N([C@H](C)CO)C[C@@H]1C	-0.1	-19
C[C@@H]1CN([C@H](C)CO)C(=O)c2cc(NC(=O)CCN3CCOCC3)ccc2O[C@H]1CN(C)Cc1ccncc1	·	-1
COc1ccc(COC[C@]23Oc4ccccc4[C@H]([C@H]2COC(=O)c2ccccc2)N(C(=O)CC(C)=O)C(=O)N3C)cc1	·	7
C[C@@H]1CN([C@H](C)CO)C(=O)CCCn2cc(nn2)CO[C@H]1CN(C)C(=O)Nc1ccc(C(F)(F)F)cc1	0.0	-8
CC(C)CC#Cc1ccc2c(c1)O[C@H](CN(C)C(=O)c1ccccc1F)[C@@H](C)CN([C@H](C)CO)S2(=O)=O	3.8	0
C[C@H]1CN([C@@H](C)CO)C(=O)Cc2cc(NS(=O)(=O)c3ccccc3)ccc2O[C@@H]1CN(C)CC1CC1	0.2	-9
COc1ccc(S(=O)(=O)N(C)CC(=O)Nc2ccccc2OC)cc1C	-0.1	6
COc1ccc(NC(=O)N(C)C[C@@H]2OCCCC[C@H](C)Oc3ccc(NC(=O)CCCN(C)C)cc3C(=O)N([C@@H](C)CO)C[C@H]2C)cc1	2.0	·
C[C@H](NC(=O)C[C@@H]1C[C@H]2c3cc(NC(=O)CN(C)C)ccc3O[C@H]2[C@@H](CO)O1)c1ccccc1	0.0	-19
C[C@@H]1CN([C@H](C)CO)C(=O)c2c(c3ccccc3n2C)-c2ccccc2CO[C@@H]1CN(C)C(=O)[C@@H](Cc1ccccc1)N(C)C	-2.8	-17
O=C(CSc1nc2ncccc2[nH]1)Nc1ccccc1Cl	1.4	0
O=C(C[C@@H]1C=C[C@@H](NC(=O)Cc2ccccn2)[C@@H](CO)O1)NCCc1ccncc1	0.3	-21
c1ccc(-n2nnnc2CSc2nnnn2-c2ccccc2)cc1	2.2	-21

Two of the compounds above, with two lines to a compound.
Every second line gives: IDH1 R132H inh | EZH2 inh
O=C(C[C@@H]1C=C[C@@H](NC(=O)Cc2ccccn2)[C@@H](CO)O1)NCCc1ccncc1
→ 0.3 | -21
c1ccc(-n2nnnc2CSc2nnnn2-c2ccccc2)cc1
→ 2.2 | -21

Going on with the list.
structure	IDH1 R132H inh	EZH2 inh
CO[C@@H]1CN(C)C(=O)c2cc(NC(=O)c3ccc(F)cc3)ccc2OC[C@@H](C)NC[C@@H]1C	·	-12
Cc1ccc(S(=O)(=O)CCC(=O)Nc2ccc(Cl)cc2)cc1	-0.1	2
CCCC#Cc1cnc2c(c1)C(=O)N([C@H](C)CO)C[C@@H](C)[C@@H](CN(C)S(=O)(=O)c1cccc(OC)c1)O2	0.3	-6
COc1ccccc1NC(=O)CSC1=NC(c2ccccc2)CC(=O)N1 (stereo not given)	-0.2	7
Cc1noc(C)c1NC(=O)N(C)C[C@@H]1Oc2c(NS(=O)(=O)c3ccccc3)cccc2C(=O)N([C@H](C)CO)C[C@H]1C	-0.2	·
C[C@@H]1CN([C@@H](C)CO)C(=O)Cc2cc(NC(=O)NC3CCCCC3)ccc2O[C@H]1CN(C)C(=O)Nc1ccc(F)cc1	-1.6	·
C[C@H]1CN([C@@H](C)CO)C(=O)Cc2cc(NC(=O)Cc3cn(C)c4ccccc34)ccc2O[C@@H]1CN(C)S(=O)(=O)c1ccccc1	-0.6	·
C[C@H](CO)N1C[C@H](C)[C@H](CN(C)S(=O)(=O)c2cn(C)cn2)Oc2cc(C3=CCCCC3)ccc2S1(=O)=O	-15	-3
CO[C@H]1CN(C)C(=O)c2ccc(NC(=O)Nc3cccc(F)c3)cc2OC[C@H](C)NC[C@H]1C	-0.2	-2
C/C=C/c1ccc2c(c1)O[C@@H](CN(C)Cc1ccncc1)[C@@H](C)CN([C@@H](C)CO)S2(=O)=O	1.6	-3
Cc1ccc(S(=O)(=O)Nc2ccc3c(c2)C(=O)N([C@@H](C)CO)C[C@H](C)[C@@H](CN(C)C(=O)CCCN(C)C)OCCCC[C@H](C)O3)cc1	2.0	·
C[C@H]1CN([C@@H](C)CO)C(=O)Cc2cc(NC(=O)Nc3ccccc3)ccc2O[C@H]1CN(C)Cc1ccc(Oc2ccccc2)cc1	-0.6	·
Cc1noc(C)c1S(=O)(=O)Nc1ccc2c(c1)CC(=O)N([C@H](C)CO)C[C@H](C)[C@@H](CN(C)Cc1ccc(C(F)(F)F)cc1)O2	-0.1	·
C[C@H]1CN([C@@H](C)CO)C(=O)CCCn2nncc2CO[C@@H]1CN(C)C(=O)Nc1ccc2c(c1)OCO2	0.2	·
C[C@@H]1CN([C@H](C)CO)C(=O)c2cc(NS(=O)(=O)c3ccccc3)ccc2O[C@@H](C)CCCCO[C@@H]1CN(C)CC1CC1	-0.9	·
C=C1C(O)CC2C(C(=O)OC)=CO[C@@H](O[C@@H]3O[C@H](CO)[C@@H](O)[C@H](O)[C@H]3O)C12 (stereo not given in full)	0.3	25
COc1ccc(CN(C)C[C@H]2Oc3ccc(NS(C)(=O)=O)cc3C(=O)N([C@@H](C)CO)C[C@H]2C)cc1	-0.3	·
C[C@@H]1CN([C@H](C)CO)C(=O)c2cc(NC(=O)Nc3ccc4c(c3)OCO4)ccc2O[C@@H](C)CCCCO[C@@H]1CN(C)Cc1ccc(C(=O)O)cc1	0.5	·
C[C@@H]1CCCCO[C@H](CN(C)C(=O)Cc2ccccc2)[C@@H](C)CN([C@H](C)CO)C(=O)c2cc(N(C)C)ccc2O1	-0.6	-6
C[C@H](CO)N1C[C@H](C)[C@H](CN(C)C(=O)CC2CC2)Oc2cc(-c3cccnc3)ccc2S1(=O)=O	0.1	-10

The list goes on; it opens with the five that closed the last part.
structure	IDH1 R132H inh	EZH2 inh
C=C1C(O)CC2C(C(=O)OC)=CO[C@@H](O[C@@H]3O[C@H](CO)[C@@H](O)[C@H](O)[C@H]3O)C12 (stereo not given in full)	0.3	25
COc1ccc(CN(C)C[C@H]2Oc3ccc(NS(C)(=O)=O)cc3C(=O)N([C@@H](C)CO)C[C@H]2C)cc1	-0.3	·
C[C@@H]1CN([C@H](C)CO)C(=O)c2cc(NC(=O)Nc3ccc4c(c3)OCO4)ccc2O[C@@H](C)CCCCO[C@@H]1CN(C)Cc1ccc(C(=O)O)cc1	0.5	·
C[C@@H]1CCCCO[C@H](CN(C)C(=O)Cc2ccccc2)[C@@H](C)CN([C@H](C)CO)C(=O)c2cc(N(C)C)ccc2O1	-0.6	-6
C[C@H](CO)N1C[C@H](C)[C@H](CN(C)C(=O)CC2CC2)Oc2cc(-c3cccnc3)ccc2S1(=O)=O	0.1	-10
C[C@@H]1CN([C@@H](C)CO)S(=O)(=O)c2ccc(C3=CCCCC3)cc2O[C@H]1CN(C)Cc1ccccc1	1.6	18
C[C@H](CO)N1C[C@H](C)[C@@H](CN(C)C(=O)C2CCCCC2)Oc2cc(C#Cc3ccncc3)ccc2S1(=O)=O	0.1	·
COC(=O)C1=C(C)NC(C)=C([N+](=O)[O-])[C@H]1c1ccccc1C(F)(F)F	-6.4	·
C[C@H](CO)N1C[C@H](C)[C@H](CN(C)S(C)(=O)=O)Oc2c(NC(=O)NC3CCCCC3)cccc2C1=O	·	7
CCN1CCN(c2oc(COc3ccccc3C)nc2C#N)CC1	0.3	5
CO[C@H]1CN(C)C(=O)c2cc(NC(=O)c3cccc(F)c3)ccc2OC[C@H](C)NC[C@@H]1C	-0.5	1
COc1ccc(NC(=O)Nc2ccc3c(c2)CC(=O)N([C@H](C)CO)C[C@H](C)[C@H](CN(C)C(=O)Nc2ccc(F)cc2)O3)cc1	·	0
C[C@@H]1CN([C@@H](C)CO)C(=O)Cc2cc(NS(=O)(=O)c3cn(C)cn3)ccc2O[C@H]1CN(C)Cc1ccc(C(F)(F)F)cc1	0.2	-9
CNC[C@H]1OCCCC[C@H](C)Oc2ccc(NC(=O)Nc3ccc4c(c3)OCO4)cc2C(=O)N([C@H](C)CO)C[C@@H]1C	·	2
C[C@@H]1CN([C@H](C)CO)S(=O)(=O)c2ccc(-c3ccc(C(=O)N(C)C)cc3)cc2O[C@H]1CN(C)C(=O)C1CCCCC1	1.5	23
CN1CCN(C(=O)c2cc3c(c(-c4cccc(-c5cccc(F)c5)c4)n2)[C@H](CCO)N(S(=O)C(C)(C)C)C3)CC1 (stereo not given in full)	0.6	1
C[C@H]1CN([C@@H](C)CO)C(=O)c2cc(NC(=O)C3CCCCC3)ccc2O[C@@H]1CN(C)S(=O)(=O)c1ccc(Cl)cc1	1.0	2
O=C(O)CCCCCCC(=O)N/N=C/c1ccccn1	·	15
CO[C@H]1CN(C)C(=O)c2ccc(NC(=O)C3CCCC3)cc2OC[C@H](C)NC[C@H]1C	0.5	8
CCN(CC(=O)Nc1ccccc1)S(=O)(=O)c1ccc(Cl)cc1	0.3	14
Cc1ccc(-c2cnc3c(c2)C(=O)N([C@H](C)CO)C[C@@H](C)[C@@H](CN(C)S(C)(=O)=O)O3)cc1	3.6	-1
CCCNC(=O)N(C)C[C@@H]1Oc2cc(C#CC(C)(C)O)ccc2S(=O)(=O)N([C@@H](C)CO)C[C@H]1C	-0.3	-2
COCC#Cc1ccc2c(c1)O[C@H](CN(C)C(=O)Nc1ccccc1F)[C@H](C)CN([C@H](C)CO)S2(=O)=O	-2.0	-5
C[C@H]1CN([C@@H](C)CO)C(=O)Cc2cc(NC(=O)Cn3cnnn3)ccc2O[C@@H]1CN(C)S(C)(=O)=O	0.0	·
C[C@@H]1CN([C@H](C)CO)C(=O)c2cc(NC(=O)Cn3cnnn3)ccc2O[C@H]1CN(C)Cc1ccccc1	3.6	2
C[C@H](CO)N1C[C@H](C)[C@H](CN(C)Cc2ccc(C(=O)Nc3ccccc3N)cc2)Oc2ccc(NS(=O)(=O)c3ccc(F)cc3)cc2C1=O	0.1	-5
Cc1noc(C)c1NC(=O)Nc1cccc2c1O[C@@H](CN(C)Cc1ccncc1)[C@@H](C)CN([C@H](C)CO)C2=O	3.5	1
C/C=C/c1ccc2c(c1)O[C@H](CN(C)C(=O)Cc1ccccc1)[C@@H](C)CN([C@H](C)CO)S2(=O)=O	-0.4	6
CCn1nc(C)c(NC(=S)NCc2ccco2)c1C	0.2	14
Cc1ccc(S(=O)(=O)N(C)C[C@H]2Oc3ccc(NC(=O)Nc4cccc5ccccc45)cc3C(=O)N([C@@H](C)CO)C[C@@H]2C)cc1	1.1	·
O=c1cc(-c2ccc3ccccc3c2)[nH][nH]1	-1.3	-3
COc1ccc(S(=O)(=O)N(C)CC(=O)NC2CCCC2)cc1Cl	0.2	1
O=C(C[C@@H]1C[C@@H]2c3cc(NC(=O)Nc4ccccc4)ccc3O[C@@H]2[C@H](CO)O1)NC1CCCC1	0.1	-9
CC1OC(OC2C(OC3C(O[C@H]4CC[C@@]5(C)C(CC[C@]6(C)C5CC=C5C7CC(C)(C)CC(O)[C@]7(C)CC[C@]56C)C4(C)C)OC(C(=O)O)C(O)C3O)OCC(O)C2O)C(O)C(O)C1O (stereo not given in full)	8.6	-54
COC(=O)c1cc(OC)c(OC)cc1NC(=O)COc1ccc(C(C)(C)C)cc1Br	-0.4	-6
Cc1ccc(S(=O)(=O)N[C@@H]2CC[C@@H](CC(=O)NCCN3CCCCC3)O[C@H]2CO)cc1	0.1	5
Cc1ccc(-c2csc3nnc(SCC(=O)Nc4nsc(-c5ccccc5)n4)n23)cc1	0.0	14
CO[C@H]1CN(C)C(=O)c2cc(NC(=O)C3CCCC3)ccc2OC[C@H](C)N(CC2CC2)C[C@@H]1C	0.4	-1
C[C@@H]1CN([C@H](C)CO)C(=O)c2cc(-c3cccnc3)cnc2O[C@H]1CN(C)C(=O)c1cccc(F)c1	0.0	-12
C[C@@H]1CN([C@H](C)CO)C(=O)c2cc(NC(=O)CCC(F)(F)F)ccc2O[C@H]1CN(C)Cc1ccc2c(c1)OCO2	·	4
N#C[C@H]1[C@@H](c2ccc(C#Cc3ccccc3F)cc2)[C@@H](CO)N1C(=O)C1CCOCC1	-0.2	·
C[C@@H]1CN([C@H](C)CO)C(=O)c2cc(NC(=O)Nc3ccccc3)ccc2O[C@@H]1CN(C)Cc1ccc(Cl)c(Cl)c1	0.6	·
Cc1ccc(S(=O)(=O)Nc2cccc3c2O[C@H](CN(C)S(=O)(=O)c2ccc(F)cc2)[C@@H](C)CN([C@H](C)CO)C3=O)cc1	3.6	·
C[C@H]1CN([C@@H](C)CO)C(=O)c2cc(-c3cncnc3)cnc2O[C@@H]1CN(C)C(=O)c1cccc(F)c1	-0.2	·
COc1ccc(NC(=O)Nc2ccc3c(c2)C(=O)N([C@@H](C)CO)C[C@H](C)[C@@H](CN(C)Cc2ccccc2)O3)cc1	-0.6	-5
C[C@H]1CN([C@@H](C)CO)C(=O)c2cccc(N(C)C)c2O[C@H]1CN(C)C	1.9	-4
